High-throughput results: PubChem, several laboratories
Candida biofilm: clotrimazole potentiators killing Candida biofilms, primary screen, with clotrimazole, Alamar Blue | C. albicans biofilm + clotrimazole | inhibition, % at 6 µM | 85,000 tested, 0.14% active | AID 834, 2007;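 active = inhibition above 20%; inactive = inhibition below 20%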;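 note: preformed 24 hr biofilms exposed to compound for 48 hr; 0% = biofilm without compound and 100% = blank killed by clotrimazole plus chlorhexidine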
CYP2C19 inh: blockers of cytochrome P450 2C19 activity – biochemical, luminescence, ADME assay, primary screen; P33261; CYP2C19 Supersomes, luciferin-H EGE luminescence, 30 min; inhibition, % at 5 µM; 96,000 tested, 21% active; AID 778, 2007;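 active = CYP2C19 inhibition above a set limit at 5 µM in the primary screen, cut at about 50% in these data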;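 note: plate controls were negative control wells for no effect and 2.5 mM tranylcypromine positive control for full effect; values of inactives mirror those of a sister screen read the other way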
Target sequence (P33261 whole entry, looked up): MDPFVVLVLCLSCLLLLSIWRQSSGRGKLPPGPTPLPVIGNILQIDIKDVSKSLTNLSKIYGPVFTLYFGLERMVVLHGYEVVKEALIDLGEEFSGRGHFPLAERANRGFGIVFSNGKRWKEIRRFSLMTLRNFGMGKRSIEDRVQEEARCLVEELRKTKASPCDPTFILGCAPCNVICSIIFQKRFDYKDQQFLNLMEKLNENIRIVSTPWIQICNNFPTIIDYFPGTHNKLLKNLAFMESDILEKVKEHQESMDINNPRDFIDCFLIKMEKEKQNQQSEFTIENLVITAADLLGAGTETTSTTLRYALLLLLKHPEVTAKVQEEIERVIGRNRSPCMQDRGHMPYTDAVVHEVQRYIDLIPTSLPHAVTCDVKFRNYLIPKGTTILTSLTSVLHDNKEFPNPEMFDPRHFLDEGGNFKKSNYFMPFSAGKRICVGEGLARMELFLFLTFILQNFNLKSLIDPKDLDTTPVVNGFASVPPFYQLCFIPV
HUVEC tox IL1B: cytotoxicity in IL-1B stimulated HUVEC, primary screen, cytotoxicity control for IL-1B NFkB translocation project, imaging, Hoechst nuclear count, IL-1B stimulus; cell count reduction, % at 2 µM; HUVEC cell count loss; 94,000 tested, 0.41% active; AID 845, 2007;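 active = cell count reduction more than 3 SD above the screen-wide mean, cut at about 70% in these data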;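 note: normalized per plate to untreated control cells as the no-loss baseline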
CYP2C9 inh: blockers of cytochrome P450 2C9 activity – biochemical, luminescence, ADME assay, primary screen. P11712. CYP2C9 Supersomes, luciferin-H conversion. inhibition, % at 5 µM. 96,000 tested, 20% active;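 active = blocking of liver enzyme CYP2C9 beyond about 50% at 5 µM, limit read from the data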; note: values of inactives mirror those of a sister screen read the other way
Target sequence (P11712 whole entry, looked up): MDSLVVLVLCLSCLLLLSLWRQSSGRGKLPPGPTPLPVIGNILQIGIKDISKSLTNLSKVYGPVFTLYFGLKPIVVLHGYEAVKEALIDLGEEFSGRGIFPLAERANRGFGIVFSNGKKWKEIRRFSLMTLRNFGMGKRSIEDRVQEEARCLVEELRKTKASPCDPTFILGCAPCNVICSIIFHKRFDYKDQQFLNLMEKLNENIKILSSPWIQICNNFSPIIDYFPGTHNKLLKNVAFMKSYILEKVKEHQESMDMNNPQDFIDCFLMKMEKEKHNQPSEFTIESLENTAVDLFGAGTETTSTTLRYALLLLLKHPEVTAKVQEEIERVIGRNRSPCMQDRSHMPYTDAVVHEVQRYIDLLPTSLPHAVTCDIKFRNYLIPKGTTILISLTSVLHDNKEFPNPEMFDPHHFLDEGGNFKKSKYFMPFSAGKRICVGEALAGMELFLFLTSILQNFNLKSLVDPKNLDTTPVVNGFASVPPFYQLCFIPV
VCAM1 TNFa inh: inhibitors of TNFa-induced VCAM1 expression, primary screen, imaging, HUVEC, TNFa stimulus, immunofluorescence; HUVEC TNFa-induced VCAM-1 immunofluorescence, high-content imaging; inhibition, % at 2 µM; 95,000 tested, 0.48% active; AID 802, 2007;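 active = inhibition above the batch mean plus 3 SD, with images confirmed as a hit by eye, cut at about 37% in these data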;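 note: 0% = TNF-stimulated DMSO wells and 100% = unstimulated control wells; not every result past the cut was called active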
CYP2C9 activ: human CYP2C9 activators, primary screen, biochemical, luminescence; recombinant CYP2C9, luciferin-H conversion; hits give high values; factor 1 = untreated enzyme, 0 = blocked; activation factor at 5 µM; 96,000 tested, 1.4% active;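 active = activation factor of 2 or more for CYP2C9 at a 5 µM dose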;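 note: 0 = sulfaphenazole-blocked wells and 1 = vehicle-only wells; values of inactives mirror those of a sister screen read the other way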
CYP2C19 act: human CYP2C19 activators, primary screen, biochemical, luminescence; activation factor at 5 µM; AID 1025, 2008; 96,000 tested, under 10 active; Cytochrome P450 2C19 (Homo sapiens), P33261; recombinant CYP2C19, luciferin-H EGE luminescence; hits give high values; 0 = fully inhibited enzyme, 1 = untreated enzyme;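 active = activation factor of at least 2 at 5 µM in the primary screen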;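 note: 0 = wells with 2.5 mM tranylcypromine and 1 = vehicle-only wells; values of inactives mirror those of a sister screen read the other way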
HUVEC tox TNFa: cytotoxicity in TNFa-stimulated HUVEC, primary screen, cytotoxicity control for VCAM1 expression modulator project, imaging, Hoechst nuclei count; HUVEC TNFalpha-stimulated, Hoechst cell count; 93,000 tested, 0.17% active; cell count reduction, % at 2 µM;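 active = cell count reduction exceeding the screen mean by over 5 SD, scaled to untreated wells per plate, cut at about 78% in these data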;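 note: cells counted after 24 h of TNF alpha exposure following the 1 h pretreatment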
DAT uptake mod: changed hDAT dopamine uptake under cocaine IC80, either direction, primary screen, cocaine antagonist project, cell-based, LLC-PK1 hDAT, [14C]-dopamine uptake, MLSMR; Sodium-dependent dopamine transporter (Homo sapiens), Q01959; LLC-PK1 hDAT cells, [14C]-dopamine uptake with cocaine IC80; actives deviate in either direction; B-score at 10 µM; 110,000 tested, 1.3% active; AID 449768, 2010;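 active = Z score or B-score, a plate-position-corrected score, falls beyond the plate's 99.7% confidence bounds, in either direction; inactive = both scores lie inside the 99.7% bounds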;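 note: scored against the spread of the other compound wells on the same plate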
Active calls of the source: *; · = not tested or not shown.

SMILES	Candida biofilm	CYP2C19 inh	HUVEC tox IL1B	CYP2C9 inh	VCAM1 TNFa inh	CYP2C9 activ	CYP2C19 act	HUVEC tox TNFa	DAT uptake mod
Cc1cc(C)nc(SCC(=O)NC2=NN=C(c3ccc(Br)cc3)CS2)n1	·	9.3	-71.9	-105.7	6.4	2.1*	0.9	-37.6	0.622
O=C(Nc1nc(=O)c2ccccc2s1)c1ccc(F)cc1	10.3	·	16.0	·	17.2	·	·	5.7	-0.725
COC(=O)c1c(C(=O)OC)c(-c2ccccc2)n2c1CS(=O)(=O)C2	-0.7	15.5	·	17.3	-2.4	0.8	0.8	-5.9	-1.01
O=C(Cn1nnc(-c2ccccc2)n1)Nc1ccccc1N1CCOCC1	8.9	63.4*	4.7	73.7*	1.1	0.3	0.4	19.3	-0.502
CC1(C)Cc2ccccc2C(Nn2cnnc2)=N1	3.2	-2.2	-50.5	-3.4	-10.9	1	1	0.0	0.103
Cc1cc(CSc2ccccc2)ccc1NC(=O)c1ccc(Cl)c([N+](=O)[O-])c1	·	-20.6	2.5	-23.8	-3.6	1.2	1.2	0.0	-0.0605
CC(C)C(=O)N1c2ccccc2NC2=C(C(=O)CCC2)C1c1ccc(N(C)C)cc1 (stereo unspecified)	9.7	8.1	-36.1	16.8	18.3	0.8	0.9	-1.7	-0.402
CCCc1cc(=O)[nH]c(SCc2cccnc2)n1	7.7	·	23.8	·	0.6	·	·	5.4	0.192
Cc1nnc(SCC(=O)Nc2sccc2C(N)=O)n1Cc1ccccc1	1.9	75.6*	·	-127.5	1.0	2.3*	0.2	-6.1	-0.302
COc1ccc(CCNS(=O)(=O)c2ccc3c(c2)CCN3C(=O)CCC(=O)O)cc1OC	2.8	-0.9	-14.0	-4.5	25.6	1	1	6.2	-0.711
O=C(CC1Nc2ccccc2NC1=O)NCc1cccnc1 (stereo unspecified)	5.4	5.0	14.6	16.8	12.4	0.8	0.9	-8.4	·
CCN1C(=O)C(O)(CC(=O)c2ccc3c(c2)OCCO3)c2ccccc21 (stereo unspecified)	12.4	66.9*	·	16.6	·	0.8	0.3	·	0.000687
CCCc1nnc(SCC(=O)N2CCCC2)n1CC1CCCO1 (stereo unspecified)	2.0	-16.9	-3.8	-27.1	-1.6	1.3	1.2	-42.7	-0.303
COc1ccc(-c2cc(C(F)(F)F)nc(N3CCOCC3)n2)cc1OC	8.3	9.4	-21.0	30.8	-57.5	0.7	0.9	-30.4	0.463
CC1(C)CC(=O)C(C2=NC(C)(C)Cc3ccccc32)=C(O)C1	·	13.7	-13.3	5.8	-35.6	0.9	0.9	-43.5	-0.216
COC(=O)c1cccc(NC2CC(=O)N(c3ccc(OC)c(OC)c3)C2=O)c1 (stereo unspecified)	-4.9	53.1*	·	10.1	·	0.9	0.5	·	1.09
C/C(=N\OC(=O)c1ccc(Cl)c(Cl)c1)c1sc(C)nc1C	5.3	12.0	9.8	1.4	3.3	1	0.9	-9.3	0.85
COc1ccc(S(=O)(=O)N(C)c2ccc(C(=O)NCCC(C)C)cc2)cc1	0.9	85.5*	-29.8	92.2*	8.9	0.1	0.1	-22.6	-0.37
O=C(CSc1nnnn1-c1ccccc1)Nc1nsc(-c2ccccc2)n1	-4.5	18.8	-10.3	-58.2	-5.3	1.6	0.8	-1.5	0.688
COC(=O)c1ccc(CSc2nc3ccccc3s2)o1	4.0	94.7*	-20.6	42.4	15.5	0.6	0.1	-25.5	-1.25
COc1ccccc1-c1nnc2sc(COc3ccc(Cl)cc3Cl)nn12	-7.6	3.8	3.3	-13.0	-14.7	1.1	1	5.2	-0.0704
O=C(CCCc1nc2ccccc2s1)N1CCN(S(=O)(=O)c2cccs2)CC1	-1.1	30.6	-18.2	49.9	-9.9	0.5	0.7	-9.2	-0.0735
Cc1c(C(O)CN2CCC(C(N)=O)CC2)c2ccccc2n1C (stereo unspecified)	2.4	-7.0	4.7	-7.0	-6.3	1.1	1.1	-8.5	-0.294
O=C(Nc1cccc2ccccc12)N1CCN(Cc2ccc3c(c2)OCO3)CC1	6.4	35.2	-12.8	38.9	18.4	0.6	0.6	-48.4	0.465
Cn1c(CSCc2ccc(Cl)c(Cl)c2)nnc1SCC(=O)Nc1nccs1	-2.1	18.7	2.2	29.4	12.7	0.7	0.8	-8.6	-0.186
Cc1ccc(-c2nc3ccccc3s2)cc1NC(=O)c1cc(-n2cnnc2)ccc1Cl	·	0.9	-4.8	11.6	4.0	0.9	1	27.3	-0.258
c1ccc2oc(SCc3cn4ccccc4n3)nc2c1	9.9	48.7	-41.3	-9.6	-6.9	1.1	0.5	8.0	0.752
CCCCCCOc1ccc(N2C(=O)CC(N3CCN(C(=O)c4ccco4)CC3)C2=O)cc1 (stereo unspecified)	1.7	-0.4	2.3	22.2	8.4	0.8	1	-14.8	-1.26
COc1ccc(CCNC(=O)CSc2nc(N)c3c(C)c(C)oc3n2)cc1OC	-0.2	62.4*	-22.9	40.2	20.2	0.6	0.4	-3.7	0.0485
COc1ccc(OC)c(/C(O)=C/C(=O)C(=O)Nc2ccccc2OC)c1	3.4	3.6	·	-13.6	-3.2	1.1	1	-9.8	1.05
CCOC(=O)Cn1nc(-c2ccc(Cl)cc2)cc1N	2.2	74.1*	-4.0	25.2	-1.5	0.7	0.3	-7.1	1.13
Cn1nnnc1SCc1ccc(F)cc1	-0.8	55.8*	15.1	-5.1	-4.2	1.1	0.4	-12.4	0.166
Cn1cnnc1SCc1ccc(C#N)cc1Cl	3.3	1.2	-4.8	-1.7	9.6	1	1	-8.0	-0.87
Cc1ccc([N+](=O)[O-])cc1NC(=S)NC(=O)CC(C)(C)C	·	26.8	9.5	85.0*	-7.9	0.2	0.7	·	-0.649
O=C(CC(c1ccccc1)c1ccccc1)Nc1ccc2c(c1)OCCO2	3.7	35.9	-15.5	52.1*	1.8	0.5	0.6	-4.4	-0.105
CCCCn1c(-c2nonc2N)nc2ccccc21	6.9	6.2	2.4	26.8	7.7	0.7	0.9	-12.0	0.165
C=CCOC(=O)c1cc(-c2ccc(/C=C3\C(=O)NC(=O)C(C#N)=C3C)o2)ccc1Cl	·	23.9	-5.9	61.0*	-2.8	0.4	0.8	-30.4	·
Cc1noc(/C=C/N(C)C)c1S(=O)(=O)N(C)CC(=O)N1CCc2ccccc21	4.1	4.5	-0.6	39.1	13.4	0.6	1	-13.8	-0.214
Cc1cccc(OCCCC(=O)N2CCCc3ccccc32)c1C	0.9	83.2*	33.3	16.5	14.4	0.8	0.2	-7.5	0.261
O=C1C=C(Nc2ccccc2O)c2ccccc2C1=O	4.9	42.2	-12.9	11.5	5.2	0.9	0.6	-6.0	-1.23
CCOC(=O)c1ccc(NC(=O)CSc2nnc(CCc3ccc(C)o3)n2-c2ccccc2)cc1	·	36.8	11.3	36.4	-5.4	0.6	0.6	5.3	1.23
COc1ccc(CC(=O)NCc2cccs2)cc1	5.5	29.6	-25.0	12.2	47.8	0.9	0.7	-2.5	0.395
CCN1C(=O)c2cccc3c(NC(=O)c4ccccc4)ccc1c23	7.2	·	-13.4	·	4.6	·	·	-40.9	0.0474
O=C(NCc1ccco1)C1CCN(C(=O)Cc2ccccc2)CC1	8.7	4.4	-5.2	1.2	35.3	1	1	3.0	-0.0381
CCOC(=O)C1=C(N)OC2=C(C(=O)CC(C)(C)C2)C1c1cccnc1 (stereo unspecified)	7.3	75.5*	40.7	71.2*	-18.8	0.3	0.2	-25.7	-1.62
O=C(NCc1ccc(F)cc1Cl)C1CCN(S(=O)(=O)N2CCC3(CC2)OCCO3)CC1	5.2	18.2	5.8	19.9	-1.5	0.8	0.8	-24.4	-0.6
CCN(CC)C(=O)CCNS(=O)(=O)c1ccc(C)cc1	-15.2	37.3	-4.7	-22.0	-0.8	1.2	0.6	-6.6	-0.612
Cc1cc(C)cc(N(C(C)C(=O)NCCC2=CCCCC2)S(C)(=O)=O)c1 (stereo unspecified)	6.6	92.0*	6.9	13.5	16.9	0.9	0.1	-2.3	1.8
CS(=O)(=O)N1CCCC(C(=O)NCc2ccc(F)cc2)C1 (stereo unspecified)	0.6	0.7	·	0.4	·	1	1	·	0.0319
O=C(CN1CCC(Cc2ccccc2)CC1)Nc1ccc2c(c1)OCCO2	-2.5	43.2	16.6	33.8	8.5	0.7	0.6	10.0	0.016
C=C(C)c1cccc(C(C)(C)NC(=O)N2CCN(c3ccccn3)CC2)c1	2.8	27.5	·	44.3	·	0.6	0.7	·	1.08
Cc1ccc(-c2nnn(CC(=O)N(c3ccccc3)C(C(=O)NCC3CCCO3)c3ccc(Cl)cc3)n2)cc1 (stereo unspecified)	·	61.9*	-20.9	87.6*	13.0	0.1	0.4	-7.0	0.861
CCn1c(=N)c(C(=O)NCCCOC)cc2c(=O)n3cccc(C)c3nc21	4.5	-9.8	·	-17.6	·	1.2	1.1	·	0.725
COc1ccc2c(c1)c1nc(SCC(C)C)n(CCO)c(=O)c1n2C	-6.9	17.0	4.1	33.4	-5.5	0.7	0.8	-32.1	-0.0549
Cc1nc2ccccc2c(=O)n1NC(=O)c1ccccc1Cl	12.6	-2.4	-23.4	44.0	19.2	0.6	1	-4.8	-0.26
COc1ccccc1NC(=O)C/C(N)=N/O	·	3.9	5.4	-7.8	7.5	1.1	1	-24.0	-0.808

Retrieved by compound from the list above:
SMILES	Candida biofilm	CYP2C19 inh	HUVEC tox IL1B	CYP2C9 inh	VCAM1 TNFa inh	CYP2C9 activ	CYP2C19 act	HUVEC tox TNFa	DAT uptake mod
CS(=O)(=O)N1CCCC(C(=O)NCc2ccc(F)cc2)C1 (stereo unspecified)	0.6	0.7	·	0.4	·	1	1	·	0.0319
Cc1ccc(-c2nnn(CC(=O)N(c3ccccc3)C(C(=O)NCC3CCCO3)c3ccc(Cl)cc3)n2)cc1 (stereo unspecified)	·	61.9*	-20.9	87.6*	13.0	0.1	0.4	-7.0	0.861
O=C(CN1CCC(Cc2ccccc2)CC1)Nc1ccc2c(c1)OCCO2	-2.5	43.2	16.6	33.8	8.5	0.7	0.6	10.0	0.016
CCN(CC)C(=O)CCNS(=O)(=O)c1ccc(C)cc1	-15.2	37.3	-4.7	-22.0	-0.8	1.2	0.6	-6.6	-0.612
O=C(NCc1ccc(F)cc1Cl)C1CCN(S(=O)(=O)N2CCC3(CC2)OCCO3)CC1	5.2	18.2	5.8	19.9	-1.5	0.8	0.8	-24.4	-0.6
COc1ccc2c(c1)c1nc(SCC(C)C)n(CCO)c(=O)c1n2C	-6.9	17.0	4.1	33.4	-5.5	0.7	0.8	-32.1	-0.0549
